Screening data: PubChem BioAssay, NCI
All columns: NCI-60 one-dose screen, growth in % after 48 h at 10 µM unless noted; 100 = growth as untreated, 0 = no growth, -100 = all killed.
K-562: K-562 leukemia; AID 1794777; actives 7.4% (n = 78,000)
MDA-MB-435: MDA-MB-435 melanoma; actives 7.8% (n = 82,000); AID 1794794
MDA-MB-468: MDA-MB-468 breast cancer; actives 8.5% (n = 78,000)
HOP-62: HOP-62 NSCLC; actives 3.9% (n = 80,000)
RPMI-8226: RPMI-8226 leukemia cells. actives 7.5% (n = 77,000)
CCRF-CEM: CCRF-CEM leukemia | actives 7% (n = 77,000)
MOLT-4: MOLT-4 leukemia cells. actives 6.9% (n = 80,000)
SR: SR leukemia cells; actives 8.7% (n = 73,000); AID 1794780
An asterisk follows results filed as active; · = not tested or not shown; & = joins results of further samples; [ ] = remark or other dose. The calls were made as follows: active = growth percent below 10; inactive = the rest.

SMILES	K-562	MDA-MB-435	MDA-MB-468	HOP-62	RPMI-8226	CCRF-CEM	MOLT-4	SR
C#Cc1cccc(NC(=O)C2CCCN(C(=O)C=C)C2)c1 (centres undefined)	113[8.25 µM]	102[8.25 µM]	103[8.25 µM]	105[8.25 µM]	98[8.25 µM]	108[8.25 µM]	102[8.25 µM]	100[8.25 µM]
COc1nnc2c3ccccc3n(Cc3ccccc3)c2n1	102	110	99	100	98	93	94	79
CC(=O)n1cc([C@H]2CC[C@H](c3cn(C(C)=O)c4ccccc34)c3c2[nH]c2ccccc32)c2ccccc21	70	93	93	71	51	65	58	94
COc1cc(-c2c3c(cn2CCN2CCCC2)-c2oncc2CC3)cc(OC)c1OC	111	105	108	·	107	101	110	111
O=C(O)CCN1C(=O)/C(=C/C(Cl)=C/c2ccccc2)SC1=S	15	-63*	·	54	-8.3*	1.7*	11	6.9*
N#Cc1c(NC(=O)c2ccc([N+](=O)[O-])s2)[n+]([O-])c2ccc(F)cc2[n+]1[O-]	93	97	·	102	·	·	93	72
CCc1c(C)c2cc3c(c(C)c2oc1=O)OCC(c1ccc(OC)cc1)=N3	99	104	112	98	101	95	89	102
FC(F)(F)c1ccc2c(c1)n1cnnc1c1nncn21	100	112	105	113	95	·	96	84
CN1C(=S)N2CN3CCCN(C3)CN3C(=S)NC1C32 (centres undefined)	93	108	92	96	89	94	96	98
O=C(CCn1c[n+](CC(=O)c2ccc(Br)cc2)c2ccccc21)Nc1cccc2cccnc12	84	104	70	85	87	97	98	136
CCN(CC)c1ccc(/C=N/Nc2nc(-c3ccc(C)cc3)cs2)c(O)c1	62	97	67	109	74	88	80	93
Cc1cc(C)c(O)c(CNC2CCCCC2)c1	103	108	117	87	108	106	116	99
CCOC(=O)C(Cc1c[nH]c2ccccc12)C(=O)OCC	102	103	113	103	97	107	104	98
CS(=O)(=O)O[C@H]1CO[C@H]2[C@@H]1OC[C@H]2OS(C)(=O)=O	99	·	107	100	97	95	107	96
Clc1ccccc1-c1ccc(-c2nn3c(Cc4ccccc4)nnc3s2)o1	95	101	112	94	109	104	101	85
CCCCCC1C(C(=O)OCC)C(=O)NC1(C(=O)OCC)C(=O)OCC (centres undefined)	96	109	101	107	·	93	101	103
COc1ccc(C2C(Oc3ccccc3)C(=O)N2c2ccc(OC)cc2)cc1 (centres undefined)	78	89	97	117	77	88	87	·
CNC(=O)c1cc(Oc2ccc3c(c2)sc2nc(-c4ccc(C(F)(F)F)cc4)cn23)ccn1	51	58	11	76	44	70	52	55
CC(C)NC(=O)c1cc(-c2ccc(NC(=O)Nc3cc(C(F)(F)F)cc(C(F)(F)F)c3)cc2)nc2cccnc12	74[8.25 µM]	92[8.25 µM]	52[8.25 µM]	92[8.25 µM]	84[8.25 µM]	77[8.25 µM]	85[8.25 µM]	87[8.25 µM]
COc1ccc(-c2[nH]c3ncc(-c4ccc(Cl)cc4)n3c(=O)c2C#N)cc1	86	102	118	100	101	91	77	89
OCC(O)C1OC(c2ccccc2)OC(CO)C1O (centres undefined)	106	99	98	102	103	·	100	92
Cc1cccc(NC(=O)c2sc3nc4c(cc3c2N)CCCC4)c1C	·	-41*	19	26	7.8*	7.8*	19	35
O=C(CSc1nc2sc3c(c2c(=O)n1-c1ccc(Cl)cc1)CCCC3)NNC(=O)c1ccccc1	97	101	117	103	100	99	99	51
Cc1ccc(C(=O)COc2cccc(/C=C3\Oc4ccc(Cl)cc4C3=O)c2)cc1	108	117	·	88	226	154	107	95
COc1nc2ccc(C)cc2cc1-c1nc2c(cnn2-c2ccc(Br)cc2)c(=O)[nH]1	16	-27*	29	46	33	18	59	·

Two of the compounds above, with two lines to a compound.
The line under a structure holds: K-562	MDA-MB-435	MDA-MB-468	HOP-62	RPMI-8226	CCRF-CEM	MOLT-4	SR
- CC(C)NC(=O)c1cc(-c2ccc(NC(=O)Nc3cc(C(F)(F)F)cc(C(F)(F)F)c3)cc2)nc2cccnc12
  74[8.25 µM]	92[8.25 µM]	52[8.25 µM]	92[8.25 µM]	84[8.25 µM]	77[8.25 µM]	85[8.25 µM]	87[8.25 µM]
- COc1ccc(-c2[nH]c3ncc(-c4ccc(Cl)cc4)n3c(=O)c2C#N)cc1
  86	102	118	100	101	91	77	89

(list continues)
SMILES	K-562	MDA-MB-435	MDA-MB-468	HOP-62	RPMI-8226	CCRF-CEM	MOLT-4	SR
CCOC(=O)/C(C#N)=C\N(C)C	93	99	102	98	108	101	105	99
O=C(O)c1ccccc1C(=O)OC1CCCC2CCCC21 (centres undefined)	102	118	102	98	111	97	99	104
O=c1[nH]cc(F)c(=O)[nH]1	69&65	51&42	64	82&47	59&39	66&56	75&58	37&28
C=CCNC(=O)N(C)C	107	103	104	102	100	98	102	94
CCOC(=O)Cc1nc(N)n(C(=O)Nc2ccc(Cl)cc2)n1	105	106	114	95	118	106	98	117
O=C(NC1CC1)c1ccc(-c2nc3ccccc3s2)s1	73	97	·	80	85	91	99	86
COc1cc(NCc2cn(-c3ccc(C(=O)O)cc3)nc2-c2ccc(C(=O)O)cc2)cc(OC)c1OC	107	102	102	99	93	-18*	110	114
CCCCCCCCOC(=O)c1[nH]cnc1/N=N\N(C)C	95	115	105	102	86	92	87	109
Cn1c(=O)[nH]c2nc(SCC(=O)c3ccc(Cl)cc3)[nH]c2c1=O	·	102	104	103	100	93	103	105
COc1ccc(C(=O)c2ccccc2CN2C(=O)c3ccccc3C2=O)cc1	97	108	115	·	·	92	87	92
COc1cccc2c(=O)c3c(sc12)c(NCCCNCCO)nc1ccccc13	-47*	15	71	44	29	29	1.4*	0.1*
C=C(C)[C@@H]1CC[C@]2(CO)CC[C@]3(C)[C@H](CC[C@@H]4[C@@]5(C)CCC(=O)NC(C)(C)[C@@H]5CC[C@]43C)[C@@H]12	76	94	95	96	85	·	86	91
CN1C2CCC1/C(=C\c1ccc(Br)cc1F)C(=O)/C2=C/c1ccc(Br)cc1F	66	108	·	116	71	68	36	51
CCCCc1ccc2nc(NC(=O)OC)[nH]c2c1	-20*	0.5*	22	24	-26*	-16*	-19*	·
CN(C)c1ccc(/C=c2\sc3nc4ccccc4n3c2=O)cc1	97	101	78	108	104	14	103	100
O=C(NO)c1ccc(Cn2ccc3c(Nc4ccccc4)ncnc32)cc1	12	10.0*	-5.3*	14	20	18	7.8*	12
COc1ccc(N2C(=O)CC(Sc3ccccc3N)C2=O)cc1 (centres undefined)	92	79	·	93	91	97	95	95
CCCCCC(=O)NNc1ccccc1	17	48	95	80	79	60	69	29
COc1cc2ncnc(Oc3ccc(NC(=O)Nc4ccc(CN5CCOCC5)c(C(F)(F)F)c4)c4ccccc34)c2cc1OC	·	6.4*	-12*	67	-20*	20	-21*	17
Cc1nc(N=C(N)N)nc2ccc3ccccc3c12	-4.9*	-4.7*	-56*	-14*	35	-26*	-28*	·
Nc1cc(-c2ccc3c(c2)OCCO3)nn1-c1nc2ccccc2[nH]1	74	96	112	79	87	104	92	83
COc1cc(C(C)n2cc(-c3ccccc3)nn2)ccc1OC1CCCCC1 (centres undefined)	26	68	8.9*	69	35	55	50	·
OCCN(Cc1cccnc1)Cc1ccccn1	91	111	109	105	90	87	87	89
CC(Cc1ccccc1)c1ccccc1 (centres undefined)	99	102	101	94	107	95	102	100
C=C(C)[C@@H]1CC[C@]2(C)[C@H](C(=O)C=C3[C@@H]4C[C@](C)(C(=O)OC)CC[C@]4(C)CC[C@]32C)[C@@]1(C)CCC#N	51[100 µM]	84[100 µM]	81[100 µM]	78[100 µM]	67[100 µM]	78[100 µM]	41[100 µM]	69[100 µM]

(continued)
SMILES	K-562	MDA-MB-435	MDA-MB-468	HOP-62	RPMI-8226	CCRF-CEM	MOLT-4	SR
CC(=O)C1Cc2ccccc2C1=O (centres undefined)	116	103	105	90	117	125	115	108
COc1ccc(CCO)cc1	83	109	101	96	110	101	61	76
COc1cccc(CNC(=O)C2CSC3c4ccccc4C(=O)N23)c1 (centres undefined)	85	107	107	97	102	102	81	85
CSC1=Nc2c(c(C)c(-c3ccccc3)n2CCCC(=O)O)C2=NC(=O)C[C@H](C)N12	101	102	84	90	94	98	104	114
CC(C(=O)O)c1ccc2oc(-c3ccc(Cl)cc3)nc2c1 (centres undefined)	124	109	125	105	106	114	123	·
COc1cc2oc(-c3cccc(NC(=O)c4cc(N)ccc4C)c3)cc(=O)c2c(OC)c1OC	94	104	93	101	72	80	80	89
CC1(C)CC[C@]2(C(=O)N3CCOCC3)CC[C@]3(C)C(=CC[C@@H]4[C@@]5(C)C/C(=C/c6ccco6)C(=O)C(C)(C)[C@@H]5CC[C@]43C)[C@@H]2C1	64	89	82	87	56	·	52	45
OCC#Cc1cn(Cc2ccccc2)c2c(N3CCOCC3)ncnc12	72	100	51	105	71	85	74	80
NCC1=C(c2ccccc2)Nc2ncc(-c3ccc(Cl)c(Cl)c3)n2C1O (centres undefined)	90	101	111	100	101	96	93	83
O=[N+]([O-])c1ccc(O)c(Cc2cc([N+](=O)[O-])ccc2O)c1	86&113	91	112&106	108&91	87&99	109&104	93&107	94&112
Cc1ccc2nc(NC(=O)CSc3nc(Nc4ccccc4)c(C#N)c(-c4ccccc4)n3)sc2c1	88	91	81	82	73	·	81	80
CC(=O)Nc1ccc(/C=N/NC(N)=S)c(C)c1	105	103	113	95	107	105	97	93
CCN(CC)CCCC(C)Nc1ccnc2cc(Cl)c(SCc3ccccc3)cc12 (centres undefined)	-51*	-71*	-88*	-72*	-37*	-26*	-29*	-43*
Cc1ccc(-c2cc(-c3ccc(Cl)cc3)nc(NC(=O)c3cccnc3)n2)cc1	88	100	106	114	86	106	93	89
COc1ccc(/C=N/NC(=O)Cn2c(-c3ccc(S(C)(=O)=O)cc3)nc3cc(Cl)ccc32)cc1	6.9*	-18*	-18*	30	9.2*	1.6*	13	·
C=C(C)[C@@H]1C[C@@H]2Cc3cc(F)ccc3N1O2	·	104	104	94	65	-47*	·	·
Brc1ccc(-c2nn(-c3ccccc3)cc2-c2nn[nH]n2)s1	87	103	99	83	90	91	99	87
Nc1nnc(-c2ccccn2)c(-c2c[nH]c3ccc(Cl)cc23)n1	100	107	72	101	83	92	106	93
CCOC(=O)C1=C(c2c(O)[nH]c(C)c2C(=O)OCC)C(=O)N=C1C	110	102	96	110	106	110	109	95
O=[N+]([O-])c1ccc(C(c2ccccc2)c2ccccc2)cc1	92	100	101	102	98	98	95	91
Nc1cc(S(=O)(=O)O)cc2cc(S(=O)(=O)O)c(N=Nc3ccccc3)c(O)c12	112	115	106	98	115	107	108	116
Cc1cn([C@H]2C[C@H](F)[C@@H](CO[P@@](=O)(N[C@@H](C)C(=O)OC(C)C)Oc3ccccc3)O2)c(=O)[nH]c1=O	·	100	102	96	100	108	90	106
Oc1ccc(Cl)c2c1CCC2	110	105	99	103	92	82	107	93
Cc1[nH]c2ncnc(Nc3ccc(NC(=O)Nc4cccc(Cl)c4)cc3)c2c1C	83	94	101	92	74	92	70	75
CCCN(CCC)CCc1cccc2c1CC(=O)N2	100	106	101	110	112	105	96	·

Further entries.
SMILES	K-562	MDA-MB-435	MDA-MB-468	HOP-62	RPMI-8226	CCRF-CEM	MOLT-4	SR
Nc1c(C(=O)NN2C(=O)c3ccccc3C2=O)sc(S)c1-c1nc2ccccc2s1	93	108	90	85	93	104	99	93
CCOC(=O)CNCc1ccccc1	103	97	88	95	107	103	95	89
COc1ccc(-c2nnc(COc3ccc(Cl)cc3Cl)o2)cc1OC	65	48	72	-1.0*	·	29	54	·
O=C(N/N=C\c1ccc(F)cc1)c1ccc2nc(-c3ccc(Br)cc3)[nH]c2c1	20	41	35	25	64	54	32	41
Clc1cccc(/C=N/Nc2nc(N/N=C/c3cccc(Cl)c3Cl)nc(N3CCOCC3)n2)c1Cl	61	107	67	104	88	84	84	48
Cc1nn(-c2ccc(Cl)cc2)c2ncnc(NCCc3ccccc3)c12	26	103	112	93	84	100	57	65
CCCCCCOc1ccc(/C=N/Nc2cc(C)nc3ccc(Br)cc23)cc1	-65*	-88*	-79*	-65*	-42*	-23*	-51*	-32*
COC(=O)/C=C1/S/C(=N\N=C\c2ccc(OS(=O)(=O)C(F)(F)C(F)(F)C(F)(F)C(F)(F)F)cc2)N(c2ccccc2)C1=O	97	95	93	121	104	95	92	103
C=CCn1cc(-c2nc3ccccc3s2)c2cc(-c3ccc4c5c(cccc35)C(=O)N(C3CCCCC3)C4=O)ccc21	102	102	105	93	102	106	106	113
Cc1nc([P+](c2ccccc2)(c2ccccc2)c2ccccc2)c(NCCO)o1	73	91	31	106	55	95	103	86
CC(/C=C1\SC(=S)N(CCC(=O)NC(C(=O)O)C(C)C)C1=O)=C\c1ccccc1 (centres undefined)	96	105	94	105	104	104	98	108
Cc1ccc(/C=N/O)cc1	108	105	·	111	100	98	108	111
O=C1OC(Cc2ccccc2)(c2ccccc2)c2ccccc21 (centres undefined)	42	89	89	98	90	81	47	55
COc1ccc(/C=N/n2c(CN3CCCC3)nc3ccccc3c2=O)cc1	121	101	96	90	99	104	99	·
O=C(NC(CSCc1ccccc1)C(=O)O)OCc1ccccc1 (centres undefined)	98	103	110	111	103	·	91	92
COc1cc(NCC(O)CN(CC(C)C)CC(C)C)c2ncccc2c1 (centres undefined)	60	107	-20*	85	38	58	75	51

By substructure, those above with a nitro group on carbon (3)
SMILES	K-562	MDA-MB-435	MDA-MB-468	HOP-62	RPMI-8226	CCRF-CEM	MOLT-4	SR
N#Cc1c(NC(=O)c2ccc([N+](=O)[O-])s2)[n+]([O-])c2ccc(F)cc2[n+]1[O-]	93	97	·	102	·	·	93	72
O=[N+]([O-])c1ccc(O)c(Cc2cc([N+](=O)[O-])ccc2O)c1	86&113	91	112&106	108&91	87&99	109&104	93&107	94&112
O=[N+]([O-])c1ccc(C(c2ccccc2)c2ccccc2)cc1	92	100	101	102	98	98	95	91
